GPR151 ag: activators of human GPR151; Q8TDV0; PathHunter beta-arrestin GPR151 cells, luminescence; activation, % at 11.2 µM; 1% of 650,000 active; AID 1508602; in the data active means activation above about 4.9%;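 further: 0% = median of compound wells and 100% = cells with positive control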
FBW7 activator: activators of human E3 ligase FBW7; Q969H0; AlphaScreen FBW7–phospho-cyclin E peptide binding, activator screen; normalized activity (activation), % at 26.1 µM; 0.13% of 650,000 active; in the data active means normalized activity above about 1.9%;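 further: purified mutant Fbw7 with reduced substrate affinity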
Target sequence (Q969H0 whole entry, looked up): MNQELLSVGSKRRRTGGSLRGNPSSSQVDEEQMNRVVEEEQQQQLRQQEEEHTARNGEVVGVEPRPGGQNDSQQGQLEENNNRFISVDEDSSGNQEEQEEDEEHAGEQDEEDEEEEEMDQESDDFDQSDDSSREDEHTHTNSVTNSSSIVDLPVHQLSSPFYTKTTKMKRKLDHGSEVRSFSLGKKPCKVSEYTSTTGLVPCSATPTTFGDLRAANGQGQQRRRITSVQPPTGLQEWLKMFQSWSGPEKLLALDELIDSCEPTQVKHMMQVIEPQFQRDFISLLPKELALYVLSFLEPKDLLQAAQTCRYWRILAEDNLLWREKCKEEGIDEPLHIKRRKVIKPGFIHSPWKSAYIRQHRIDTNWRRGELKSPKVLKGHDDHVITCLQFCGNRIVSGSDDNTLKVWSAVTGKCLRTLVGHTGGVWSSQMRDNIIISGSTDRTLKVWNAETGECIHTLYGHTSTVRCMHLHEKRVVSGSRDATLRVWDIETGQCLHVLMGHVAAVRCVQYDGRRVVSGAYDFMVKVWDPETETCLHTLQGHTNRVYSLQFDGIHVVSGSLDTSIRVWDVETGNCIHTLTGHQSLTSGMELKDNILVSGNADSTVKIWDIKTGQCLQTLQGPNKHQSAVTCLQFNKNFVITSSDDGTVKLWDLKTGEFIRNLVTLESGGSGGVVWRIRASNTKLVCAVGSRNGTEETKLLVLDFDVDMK
MITF inh: blocks human microphthalmia-associated transcription factor; AlphaScreen MITF homodimerization, bead proximity signal; 0.91% of 650,000 active; AID 1259374; O75030; inhibition, % at 2.6 µM; in the data active means inhibition above about 50%;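 further: 0% = vehicle wells with protein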
TEAD-YAP block: TEAD-YAP interaction inhibition; HEK-TIYL cells, TEAD-Gal4/YAP UAS-luciferase luminescence; inhibition, % at 9.12 µM; 1.4% of 640,000 active; AID 1259422; in the data active means inhibition above about 32%;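 further: 0% = median of test compound wells and 100% = reference inhibitor wells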
An asterisk follows results filed as active; & = joins results of further samples.

#	Compound	GPR151 ag	FBW7 activator
1	Cc1cc(Cl)ccc1NC1=NS(=O)(=O)c2ccccc21	2.0	-0.1
2	Clc1ccccc1COc1ccc(Br)cc1CNn1cnnc1	0.2	0.0
3	Cc1ccc(-c2nc3ccc(C)cn3c2NC(=O)c2ccco2)cc1	-0.8	-0.2
4	O=C(CSc1nc2cc(C(=O)NCc3ccco3)ccc2c(=O)n1C1CCCCC1)c1ccccc1	0.2	-0.1
5	CC1=C(C(=O)Nc2ccc(Br)cc2)C(c2cccc(Cl)c2)NC(=O)N1 (centres undefined)	0.5	0.1
6	COc1ccc(N=C2NC(=O)/C(=C\c3ccc(OCc4cccc5ccccc45)c(OC)c3)S2)cc1	0.8	-0.1
7	COc1ccccc1CC(=O)Nc1ccccc1NC(C)=O	0.5	-0.1
8	CCC(C)NC(=O)c1sc2nc(-c3ccc(F)cc3)cn2c1C (centres undefined)	0.6	0.1
9	CCOc1ccc2nc(SCC(=O)N3c4ccc(OC)cc4-c4c(ssc4=S)C3(C)C)sc2c1	-2.0	-0.1
10	CCC(C)(C)NC(=O)C(OC(=O)c1cccs1)c1ccsc1 (centres undefined)	-0.2	0.0
11	O=C(O)c1cc2nc(-c3ccco3)cc(C(F)(F)Cl)n2n1	0.2	0.0
12	CCc1ccc(-n2cnc3cc(C(=O)NCCCOC)ccc32)cc1	1.5	0.0
13	CCOC(=O)COc1ccc2c(=O)c(Oc3cc(C)ccc3C)coc2c1	0.9	0.0
14	O=[N+]([O-])c1cc(S(=O)(=O)N2CCOCC2)ccc1-n1cnc2ccccc21	0.5	-0.2
15	COc1ccc(Cc2nc3ccccc3n2CC(=O)NN)cc1OC	1.5	0.0

#	MITF inh	TEAD-YAP block
1	7	4
2	-10	-5
3	-7	-6
4	1	4
5	3	5
6	-2	12
7	10	2
8	13	-59
9	35	9
10	-11	3
11	16	7
12	9	4
13	10	4
14	6	-5
15	9	4

The results go on:
#	Compound	GPR151 ag	FBW7 activator
16	CCCOc1ccc(-c2nn(-c3ccccc3)cc2/C=c2\sc3nc(-c4ccc(Br)cc4)nn3c2=O)cc1	-0.5	0.2
17	Cc1c(C(=O)NCCCn2ccnc2)sc2nc(-c3cccc([N+](=O)[O-])c3)cn12	0.0	-0.1
18	c1ccc(CSc2nnc(-c3ccncc3)o2)nc1	-2.5	-0.4
19	O=Cc1c(NCc2ccco2)nc2ccccn2c1=O	-1.5	-0.2
20	COc1ccc(-n2nc(C(=O)NCC(=O)Nc3ccc4c(c3)OCO4)c3ccccc3c2=O)cc1OC	1.6	0.0
21	OC(CNCCCn1ccnc1)COc1cccc2ccccc12 (centres undefined)	-0.6	-0.1
22	CCN(CC)c1ccc(-c2n[nH]c(=S)n2CC)cc1	0.6	0.0
23	CCOC(=O)C1=CN(Cc2ccc(OC)cc2)C=C(C(=O)OCC)C1c1ccc(Cl)c([N+](=O)[O-])c1	-0.2	0.2
24	CCOC(=O)c1ccccc1NC(=O)/C(C#N)=C/c1ccco1	1.3	1.4
25	CC1(C)NC(=O)N(CN2CCN(S(=O)(=O)c3cccc(C(F)(F)F)c3)CC2)C1=O	-1.8	-0.1
26	CCc1cccc(CC)c1NC(=O)CO/N=C(\N)CC(=O)NC1CCCCC1	-0.6	-0.1
27	Cc1ccc(C)c(N(CC(=O)NC2CCCC2)C(=O)Cn2nnc(-c3ccc(C)o3)n2)c1	-1.2	0.5
28	O=c1cc(C(F)(F)F)oc2ccccc12	3.0	0.0
29	COc1cccc(CC(=O)N2CC[C@@H]3[C@H](CCCN3C(=O)C3=CCCCC3)C2)c1	-0.7	1.0
30	COc1cc(NS(=O)(=O)c2ccc(NC(=O)c3ccc(C#N)cc3)cc2)ncn1	-1.2	0.0

#	MITF inh	TEAD-YAP block
16	-8	-32
17	12	6
18	26	-37
19	4	-15
20	-6	3
21	84*	12
22	15	-9
23	22	4
24	15	3
25	-12	0
26	-1	3
27	-4	1
28	-3	-1
29	13	11
30	3	-3

Next entries:
#	Compound	GPR151 ag	FBW7 activator
31	O=Cc1cccc(-c2ccc(NCC(F)(F)F)nc2)c1	-0.7	0.0
32	Fc1cc(-c2ccnc(Nc3ccc(-n4cnc(C(F)(F)F)n4)cc3)n2)cc(N2CCNCC2)c1	0.5	1.1
33	CCOC(=O)c1[nH]c(C)c(C(=O)Nc2ccccc2C)c1C	-0.7	-0.2
34	CN(C)CCCOC(=O)C1c2ccccc2Oc2ccccc21	-0.4	0.0
35	CSc1ncc(Cl)c(C(=O)Nc2ccc(NC(C)=O)cc2)n1	-1.1	0.7
36	CC1(C)Cc2ccccc2/C(=C/C(=O)C(=O)N2CCOCC2)N1	0.0	0.0
37	CC(C)c1nnc2n1CCN(C(=O)c1cccc(-n3cccn3)c1)CC2	0.8	-0.1
38	CC(=O)N1CC23C=CC(CC2CC1(c1ccccc1)c1ccccc1)O3 (centres undefined)	-0.4	0.3
39	NS(=O)(=O)c1ccc(S(=O)(=O)Nc2ccccc2C(F)(F)F)cc1	0.7	0.1
40	CCc1c(C(=O)NCc2ccc3c(c2)OCO3)[nH]c(C)c1C(C)=O	0.2	-0.2
41	Nc1cccc2c1C(=O)N(C(=O)CCS(=O)(=O)c1ccc(Cl)cc1)C2=O	0.0	0.1
42	COc1cc(C)c(NC(=O)Cn2cc(C(C)=O)c3ccccc32)cc1C	-0.7	-0.1
43	CN1CCN(c2ccc3nnc(CCC(=O)Nc4ccc(Cl)cn4)n3n2)CC1	3.5	0.0
44	CCOc1ccccc1C1C2=C(COC2=O)Nc2c1c(=O)n(C)c(=O)n2C (centres undefined)	-1.3	0.2
45	CCOC(=O)Cc1csc(NC(=O)CC)n1	-0.4	-0.1

#	MITF inh	TEAD-YAP block
31	0	-88
32	9	39*
33	-5	44*
34	13	-8
35	-1	5
36	2	2
37	-5	-5
38	12	5
39	-5	3
40	1	-14
41	-3	2
42	9	22
43	3	9
44	1	1
45	-8	-6

The listing continues:
#	Compound	GPR151 ag	FBW7 activator
46	Cc1cccc(C)c1NC(=O)COc1ccc2ccc(=O)oc2c1	1.7	0.0
47	COc1ccc(C2NC(=O)NC(C)=C2C(=O)Nc2ccccc2)cc1 (centres undefined)	3.3	-0.1
48	CN1c2ccccc2NC2C1N=C(c1ccccc1)N2c1ccc(Br)cc1 (centres undefined)	-2.4	-0.1
49	COC(=O)c1ccc(C2C(C(C)=O)=C(O)C(=O)N2CCO)cc1 (centres undefined)	-1.3	-0.2
50	O=C(CCN1CCN(S(=O)(=O)c2ccc(Cl)cc2)CC1)Nc1ccccc1F	-0.7	0.4
51	Cn1c(=O)c(=O)n(C)c2cc(S(=O)(=O)CCC(=O)Nc3ccccc3F)ccc21	0.3	-0.3
52	O=C(O)CC(NS(=O)(=O)c1cccc([N+](=O)[O-])c1)c1ccccc1 (centres undefined)	-1.3	-0.1
53	COc1cc(C2C(C#N)=C(N)Oc3n[nH]c(C(C)(C)C)c32)ccc1OCC(N)=O (centres undefined)	0.8	0.0
54	COc1ccccc1C(=O)Nc1ccccc1[N+](=O)[O-]	0.4	0.1
55	COc1ccc(C2CC(c3c(-c4ccccc4)c4cc(Cl)ccc4[nH]c3=O)=NN2C(=O)CCC(=O)O)cc1 (centres undefined)	-0.4&0.4	-0.1&-0.1
56	Cc1cccc(-n2c(SCC(=O)NCCc3ccccc3)nc3n[nH]c(C)c3c2=N)c1	1.7	0.1
57	O=C(CCCCN1CCCCC1)Nc1nc(-c2ccc(Br)cc2)cs1	2.7	0.3
58	COC(=O)/C=C1/C(=O)Nc2ccccc21	-0.5	0.2
59	COc1cc(C=O)ccc1OCCCOc1ccc(Br)cc1	0.2	0.1
60	Cc1ccccc1NC(=O)CSC1=NCCS1	0.4	0.1

#	MITF inh	TEAD-YAP block
46	6	9
47	-8	-6
48	-5	-28
49	-19	-5
50	18	4
51	-1	4
52	4	-9
53	1	-4
54	20	3
55	-4&3	-4&8
56	-2	7
57	2	-17
58	9	63*
59	6	12
60	5	4

The listing continues.
#	Compound	GPR151 ag	FBW7 activator
61	COc1ccc(Cc2nnc(Nc3ccccc3F)[nH]c2=O)cc1	-0.2	0.1
62	CC(=O)Oc1ccc(N2C(=O)C3C4C=CC(CC4)C3C2=O)cc1[N+](=O)[O-] (centres undefined)	0.3	0.1
63	CCOC(=O)c1sc(NC(=O)CSc2nnc(CNC(=O)c3cccs3)n2-c2cccc(Cl)c2)c(C(=O)OCC)c1C	-0.3	0.1
64	Clc1ccc(CN2CCN(Cc3cccnc3)CC2)cc1	0.6	-0.1
65	CCC(CO)Nc1nccnc1-c1ccccc1F (centres undefined)	2.3	-0.1
66	Cc1ccc(C(=O)ON2C(=O)CCC2=O)cc1Br	1.5	0.1
67	O=C(O)c1ccc2c(c1)C(=O)N(c1ccc(N3CCOCC3)c(C(=O)O)c1)C2=O	0.7	0.2
68	COc1cc(/C=C2/C(=O)ON=C2C)ccc1OCc1cccc(F)c1	-0.5	0.1
69	COc1cccc(C(=O)NCCC2=CCCCC2)c1	-0.4	-0.1
70	CCC(=O)Nc1ccc(C(=O)CSc2nc(C)c(CC)c(=O)[nH]2)cc1	0.0	-0.1
71	CCOc1ccc(CN(C)C(=O)CSc2nc(N)cc(N)n2)cc1	0.3	-0.1
72	C=CCN(CC=C)C(=O)c1cc2ccccc2c(=O)o1	0.4	0.3
73	COc1cc(-c2cnn3c(NCCc4cccnc4)ccnc23)cc(OC)c1OC	-0.3	-0.3
74	Cc1cc(C)cc(NC(=O)c2cc(S(=O)(=O)N3CCc4ccccc43)ccc2F)c1	-1.2	0.0
75	CCS(=O)(=O)c1ccc2c(c1)N(Cc1cccc(F)c1)C(=O)C(C)O2 (centres undefined)	-0.1	0.0

#	MITF inh	TEAD-YAP block
61	3	1
62	10	2
63	-3	-1
64	84*	-5
65	15	-8
66	8	-1
67	-5	2
68	19	-45
69	1	10
70	4	-6
71	10	-3
72	20	4
73	-4	3
74	3	1
75	17	-12

More entries follow:
#	Compound	GPR151 ag	FBW7 activator
76	COc1cc(Cl)c(C)cc1NC(=O)c1nc(-c2ccncc2)no1	0.4	-0.1
77	O=C(Nc1ccc(Br)cc1Cl)C1CC(=O)N(Cc2ccccc2)C1 (centres undefined)	-0.4	-0.1
78	COc1ccc(C(=O)N/N=C(\C)CC(=O)Nc2ccccc2)c(OC)c1	0.4	0.0
79	Cc1ccc(F)cc1NC(=O)c1cnc2n(c1=O)CCS2	-0.5	0.0
80	COc1ccc(C)cc1C(=O)Cc1cc2cccc(OC)c2oc1=O	2.7	-0.1
81	Nc1cc(-c2nc3ccccc3o2)ccc1Cl	-7.4	-0.2
82	CC(=O)c1c(C)[nH]c(C(=O)Nc2ccc(-c3cn4ccsc4n3)cc2)c1C	-0.4	0.0
83	Cn1c(=O)c2cc(C(=O)Nc3cnc4ccccc4c3)sc2c2ccccc21	-0.1	0.0
84	O=C(OC1CCOC1=O)c1ccc(S(=O)(=O)N2CCOCC2)cc1 (centres undefined)	-0.5	0.0
85	C=CCc1ccccc1OCC(=O)NNC(=O)c1ccc(OC)cc1	-0.3	0.0
86	O=C(Cn1c(C(F)(F)F)nc2ccccc21)NCCCn1ccnc1	-1.6	1.2

#	MITF inh	TEAD-YAP block
76	-2	4
77	1	-2
78	4	-36
79	0	2
80	5	8
81	4	-35
82	15	-1
83	-4	-5
84	39	2
85	4	3
86	23	5

Arranged by SMILES length (high to low): part of the list above.
#	Compound	GPR151 ag	FBW7 activator
83	Cn1c(=O)c2cc(C(=O)Nc3cnc4ccccc4c3)sc2c2ccccc21	-0.1	0.0
78	COc1ccc(C(=O)N/N=C(\C)CC(=O)Nc2ccccc2)c(OC)c1	0.4	0.0
77	O=C(Nc1ccc(Br)cc1Cl)C1CC(=O)N(Cc2ccccc2)C1 (centres undefined)	-0.4	-0.1
76	COc1cc(Cl)c(C)cc1NC(=O)c1nc(-c2ccncc2)no1	0.4	-0.1
86	O=C(Cn1c(C(F)(F)F)nc2ccccc21)NCCCn1ccnc1	-1.6	1.2
80	COc1ccc(C)cc1C(=O)Cc1cc2cccc(OC)c2oc1=O	2.7	-0.1
81	Nc1cc(-c2nc3ccccc3o2)ccc1Cl	-7.4	-0.2

#	MITF inh	TEAD-YAP block
83	-4	-5
78	4	-36
77	1	-2
76	-2	4
86	23	5
80	5	8
81	4	-35
